PrPC TRFRET: cell surface PrPC inhibition, primary TR-FRET screen; TR-FRET read-out; inhibition, % at 13.8 µM; actives 0.43% (n = 370,000); AID 720596; in the data active = inhibition above about 24%; also: 0% = median of the test wells and 100% = reference compound wells
MazEF act: MazEF (E. coli) toxin RNase activation. actives 0.32% (n = 350,000). AID 504720. activation, % at 20 µM. P0AE70. FAM/BHQ RNA-DNA oligo cleavage fluorescence, 5 h; in the data active = activation above about 50%
Target sequence (P0AE70 whole entry, looked up): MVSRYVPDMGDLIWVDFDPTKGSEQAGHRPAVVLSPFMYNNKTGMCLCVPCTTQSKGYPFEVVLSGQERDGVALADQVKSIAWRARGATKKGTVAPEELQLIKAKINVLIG
CCHF vOTU inh: CCHFV vOTU protease inhibition. Pep-AMC fluorescence. actives 0.55% (n = 370,000). inhibition, % at 11.5 µM. AID 651958; in the data active = inhibition above about 30%; also: 0% = vehicle wells with enzyme and 100% = no enzyme wells
DUSP3 inh: blocks human VHR1 dual specificity phosphatase | recombinant VHR phosphatase, pNPP absorbance | AID 1654 | actives 0.52% (n = 290,000) | P51452 | inhibition, % at 13.3 µM; in the data active = inhibition above about 50%; also: some compounds called inactive have numbers as strong as hits
Target sequence (P51452 whole entry, looked up): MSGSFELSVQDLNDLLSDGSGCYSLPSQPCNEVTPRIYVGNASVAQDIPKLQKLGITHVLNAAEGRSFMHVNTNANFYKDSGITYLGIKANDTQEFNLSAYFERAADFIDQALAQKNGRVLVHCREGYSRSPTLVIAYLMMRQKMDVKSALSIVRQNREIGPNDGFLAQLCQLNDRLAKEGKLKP
3CLpro inhibitor: SARS-CoV 3CLpro protease inhibition. inhibition, % at 6 µM. recombinant SARS-CoV 3CLpro, quenched FRET peptide cleavage. actives 0.14% (n = 290,000). AID 1706. P0C6X7; in the data active = inhibition above about 12%
SSB-PriA inh: blocks PriA binding to SSB C-terminal tail | AlphaScreen SSBct-PriA binding, biotinylated peptide | inhibition, % at 33 µM | AID 1272365 | actives 0.6% (n = 430,000); in the data active = inhibition mostly above about 37%, no sharp cut-off; inactive = mostly below about 20%;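 also: plate controls were negative control peptide for no effect and reference peptide for full effect; strong numbers were not always called active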
BoNT F protease: BoNT F light chain protease inhibition; Multiplex microsphere protease cleavage assay, flow cytometry; inhibition, % at 10 µM; actives 0.22% (n = 360,000); in the data active = inhibition above about 35%, passing the limit was not always enough; inconclusive = no clear call, values can overlap the other calls; also: plate controls were buffer without enzyme for full effect and enzyme alone for no effect
BoNT A protease: inhibitors of Botulinum neurotoxin A light chain protease; multiplex microsphere protease substrate cleavage, flow cytometry; inhibition, % at 10 µM; actives 0.17% (n = 360,000); also: plate controls were buffer without enzyme for full effect and enzyme alone for no effect
Rv3671c protease: inhibitors of M. tuberculosis serine protease Rv3671c; P9WHR9; AID 2606; actives 0.048% (n = 320,000); inhibition, % at 5.96 µM; in the data active = inhibition above about 38%;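 also: extracellular domain of Rv3671c used as enzyme; 0% = enzyme with DMSO and 100% = no enzyme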
Target sequence (P9WHR9 whole entry, looked up, the tested form may be a part): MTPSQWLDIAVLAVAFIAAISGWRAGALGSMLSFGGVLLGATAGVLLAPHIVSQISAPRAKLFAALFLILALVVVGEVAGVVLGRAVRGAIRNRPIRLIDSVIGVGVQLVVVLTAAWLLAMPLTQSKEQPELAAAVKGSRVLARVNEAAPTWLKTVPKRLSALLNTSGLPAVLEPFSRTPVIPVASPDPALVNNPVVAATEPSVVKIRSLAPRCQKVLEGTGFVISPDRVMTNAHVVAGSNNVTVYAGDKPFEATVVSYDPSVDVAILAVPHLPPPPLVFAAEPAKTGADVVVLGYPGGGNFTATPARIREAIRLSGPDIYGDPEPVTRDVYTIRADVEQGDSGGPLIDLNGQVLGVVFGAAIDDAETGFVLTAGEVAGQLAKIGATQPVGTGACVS
Anthrax LF inh2: blocks Bacillus anthracis lethal factor protease; P15917; multiplex microsphere protease cleavage assay, LF; inhibition, % at 10 µM; actives 0.12% (n = 360,000); also: plate controls were buffer without enzyme for full effect and enzyme alone for no effect
Numbers without * were called inactive; ? = inconclusive; / = no result given; & = joins results of further samples. Rule as the data show it, unless noted: active = inhibition above about 30%; inconclusive = no clear call, values can overlap the other calls; inactive = below that.

The opening nine entries, to show the layout:
1) CC(=O)NC(C)(C)C1CC=C(C)/C(=N\O)C1 (configuration not stated)
2) COc1cc(OC)c2ccc(=O)oc2c1C(CC(=O)N1CCN(c2ccccc2)CC1)c1ccc2c(c1)OCO2 (configuration not stated)
3) Cc1ccccc1NS(=O)(=O)c1ccc2c(c1)oc(=O)n2C
4) CC(C(=O)OCC(=O)Nc1cccc(S(=O)(=O)N(C)C)c1)N1C(=O)c2ccccc2C1=O (configuration not stated)
5) COC(=O)c1c(NC(=O)CN2CCC(C(N)=O)CC2)c2c(C)cccc2n1C
6) Cc1ccc(S(=O)(=O)NNC(=S)Nc2cccc(F)c2)cc1
7) COc1ccc(NC(=O)OCCN2CCN(Cc3ccccc3)CCC2=O)cc1
8) O=C(CC1Nc2ccccc2NC1=O)NCC1COc2ccccc2O1 (configuration not stated)
9) COc1ccccc1N1CCN(C(=O)c2sc3ncn(CC(=O)N4CCC(C)CC4)c(=O)c3c2C)CC1
assay / compound,1,2,3,4,5,6,7,8,9
MazEF act,6,-2,6,3,-4,-1,9,-8,4
Rv3671c protease,-1,-3,-4,7,4,-7,-12,5,4
PrPC TRFRET,-6,2,0,-3,-3,-1,3,/,-6
Anthrax LF inh2,0,7,-16,-5,-3,1,-1,0,-3
BoNT F protease,0,1,-1,-2,4,-4,-1,4,5
CCHF vOTU inh,-5,-5,-10,24,15,-13,5,/,2
DUSP3 inh,18,4,6,-14,17,14,-15,29,21
SSB-PriA inh,/,4,-4,5,0,2,-17,4,-1
3CLpro inhibitor,-1,/,2,0,2,0,-3,1,-1
BoNT A protease,-1.0,-0.1,1.0,0.1,-1.3,1.3,-0.6,0.4,1.0

This part in full, from the start:
1) CC(=O)NC(C)(C)C1CC=C(C)/C(=N\O)C1 (configuration not stated)
2) COc1cc(OC)c2ccc(=O)oc2c1C(CC(=O)N1CCN(c2ccccc2)CC1)c1ccc2c(c1)OCO2 (configuration not stated)
3) Cc1ccccc1NS(=O)(=O)c1ccc2c(c1)oc(=O)n2C
4) CC(C(=O)OCC(=O)Nc1cccc(S(=O)(=O)N(C)C)c1)N1C(=O)c2ccccc2C1=O (configuration not stated)
5) COC(=O)c1c(NC(=O)CN2CCC(C(N)=O)CC2)c2c(C)cccc2n1C
6) Cc1ccc(S(=O)(=O)NNC(=S)Nc2cccc(F)c2)cc1
7) COc1ccc(NC(=O)OCCN2CCN(Cc3ccccc3)CCC2=O)cc1
8) O=C(CC1Nc2ccccc2NC1=O)NCC1COc2ccccc2O1 (configuration not stated)
9) COc1ccccc1N1CCN(C(=O)c2sc3ncn(CC(=O)N4CCC(C)CC4)c(=O)c3c2C)CC1
10) COc1ccccc1C(=O)N/N=C/c1ccc2c(c1)OCO2
assay / compound,1,2,3,4,5,6,7,8,9,10
MazEF act,6,-2,6,3,-4,-1,9,-8,4,3
Rv3671c protease,-1,-3,-4,7,4,-7,-12,5,4,6
PrPC TRFRET,-6,2,0,-3,-3,-1,3,/,-6,-8
Anthrax LF inh2,0,7,-16,-5,-3,1,-1,0,-3,0
BoNT F protease,0,1,-1,-2,4,-4,-1,4,5,6
CCHF vOTU inh,-5,-5,-10,24,15,-13,5,/,2,-4
DUSP3 inh,18,4,6,-14,17,14,-15,29,21,19
SSB-PriA inh,/,4,-4,5,0,2,-17,4,-1,/
3CLpro inhibitor,-1,/,2,0,2,0,-3,1,-1,-4
BoNT A protease,-1.0,-0.1,1.0,0.1,-1.3,1.3,-0.6,0.4,1.0,1.3

11) CCOc1ccc(N2C(=O)CC(N(C)Cc3ccccc3)C2=O)cc1 (configuration not stated)
12) Cc1ccccc1N1CC(C(=O)Nc2nnc(SCCN3CCOCC3)s2)CC1=O (configuration not stated)
13) CCOc1ccc(CNC(=O)C2CCN(c3nnc(C)c4c(C)n(-c5ccc(C)cc5)nc34)CC2)cc1
14) Clc1ccc(OCCSc2ncccn2)cc1
15) CN(CC(=O)NCc1ccncc1)S(=O)(=O)c1ccc(Cl)cc1
16) C/C(=N\Nc1cccc(Cl)c1)c1ccncc1
17) Cn1ccc(=S)c2ccccc21
18) COc1cccc(-n2nnnc2SCC(=O)Nc2ccc(OC)cc2OC)c1
19) O=C1CC(=O)Nc2cc(S(=O)(=O)N3CCN(c4cccc(C(F)(F)F)c4)CC3)ccc2N1
20) O=C(COC(=O)CCc1ccccc1)NNC(=O)c1ccccc1
assay / compound,11,12,13,14,15,16,17,18,19,20
MazEF act,2,-12,11,4,-23,5,-1,2,-1,-6
Rv3671c protease,5,-11,-8,-3,0,-3,-4,-4,5,-2
PrPC TRFRET,-1,-1,-10,7,3,-7,-5,0,-5,7
Anthrax LF inh2,-1,-1,5,-1,-5,6,-1,-8,7,0
BoNT F protease,-4,7,10,7,-3,-2,-7,3,1,-2
CCHF vOTU inh,6,-5,-15,-2,0,6,-12,-5,11,-1
DUSP3 inh,49,0,-18,-4,15,-2,-9,-24,-2,/
SSB-PriA inh,3,4,-11,-33,-13,/,-14,5,-1,-4
3CLpro inhibitor,-11,-1,0,1,1,3,2,-7,-2,/
BoNT A protease,-0.2,1.8,-4.9,-0.6,0.1,-1.2,-0.3,-4.8,-0.7,-0.2

21) CN(C(=O)CN1C(=O)c2ccc([N+](=O)[O-])cc2C1=O)C1CCCCC1
22) O=C(CN(C(=O)c1ccc(Cl)cc1Cl)N1C(=O)C2C3C=CC(C3)C2C1=O)c1ccc(F)cc1 (configuration not stated)
23) CCN(C(=O)COC(=O)/C(=C/c1ccccc1)NC(C)=O)c1c(N)n(Cc2ccccc2)c(=O)[nH]c1=O
24) Cc1cc(N=Nc2ccccc2C)ccc1N
25) CC12CCC(=O)N1C(C(=O)Nc1cc(Cl)ccc1N1CCCC1)CS2 (configuration not stated)
26) COc1ccc2c(C(=O)CN3CCC(C)CC3)c[nH]c2c1
27) O=C(NCc1ccco1)/C(=C\c1cccs1)NC(=O)c1ccco1
28) O=C(CCn1c(=O)c2ccccc2n(Cc2ccccc2)c1=O)NC1CCN(Cc2ccccc2)CC1
29) O=C(CCCC(=O)Nc1ccc(Br)cc1)N/N=C/c1ccccc1
30) CCOC(=O)c1ccccc1NC(=O)[C@@H]1CCCN1C(=O)OC(C)(C)C
assay / compound,21,22,23,24,25,26,27,28,29,30
MazEF act,4,-6,-10,-2,4,2,3,3,-5,9
Rv3671c protease,0,-11,/,11,3,-1,-8,7,2,6
PrPC TRFRET,-14,0,-2,1,2,-2,9,-2,9,-6
Anthrax LF inh2,-3,4,-3,-12,-1,-1,-3,-5,-4,5
BoNT F protease,-3,28,5,-18,1,-9,5,-1,4,-3
CCHF vOTU inh,8,3,5,10,0,-4,5,3,-7,-6
DUSP3 inh,/,/,/,/,/,8,22,-7,6,9
SSB-PriA inh,-4,-6,-18,81*,7,0,-4,-5,/,-9
3CLpro inhibitor,/,2,/,/,/,-2,3,3,0,4
BoNT A protease,-0.3,3.3,2.9,-1.3,-1.1,0.2,0.0,-1.2,-1.8,0.2

31) CC12CC(c3ccccc3O1)N(C(=O)c1ccco1)C(=S)N2c1ccc(F)cc1 (configuration not stated)
32) CC1(C)Cc2c(C#N)c(N)sc(=S)c2CS1
33) C[C@H](CO)N1C[C@H](C)[C@@H](CN(C)C(=O)C2CCCCC2)OCc2cn(nn2)CCCC1=O
34) O=C(O)C(Cc1cnc[nH]1)NS(=O)(=O)c1ccc(Cl)cc1 (configuration not stated)
35) CCOc1ccc(NC(=NCc2ccc3c(c2)OCO3)SC2CC(=O)N(c3ccccc3)C2=O)cc1 (configuration not stated)
36) Cc1cc(Cl)cc(Cl)c1OCCCCN(C)C
37) O=C(CCNC(=O)c1ccc([N+](=O)[O-])cc1)NNC(=O)c1ccncc1
38) CCCc1nn(C)c(C(=O)Nc2ccc(Cl)cc2)c1Cl
39) NC(=S)Nc1ccc(C(F)(F)F)cc1Cl
40) CC(C)c1cc(C(=O)NC2CCCCC2)no1
assay / compound,31,32,33,34,35,36,37,38,39,40
MazEF act,6,-9,2,9,-1,5,13,-7,-1,7
Rv3671c protease,-9,-7,/,-3,-9,8,-2,3,7,-5
PrPC TRFRET,1,-11,7,-2,6,-1,-22,-3,1,6
Anthrax LF inh2,-1,7,-8,-2,-18,-1,3,0,-6,2
BoNT F protease,12,-7,-2,6,-11,3,-9,-22,?,1
CCHF vOTU inh,23,16,16,-14,3,0,-6,1,-1,-12
DUSP3 inh,29,20,/,2,49,-10,5,-5,36,18
SSB-PriA inh,33,-2,/,-1,-7,-6,-16,-22,-4,5
3CLpro inhibitor,1,0,/,-3,-3,2,1,5,3,-7
BoNT A protease,0.2,12,-0.1,0.6,-2.5,-0.1,-3.4,-0.3,-0.9,0.2

41) O=C(CCCN=C1NS(=O)(=O)c2ccccc21)OCC(=O)c1ccc(F)c(F)c1
42) NS(=O)(=O)c1ccc(NC(=S)NC(=O)C2CCCC2)cc1
43) CC(C)(C)c1cc(C(=S)N2CCN(CCO)CC2)cc(C(C)(C)C)c1O
44) COc1ccc(CNC(=O)c2ccc(-c3ccccc3)cc2)cc1OC
45) Cc1cccc(C)c1NC(=O)CN(C)C(=O)CCC(=O)N1CCOCC1
46) COc1ccc(-c2cc(C(F)(F)F)n3nc(C(=O)O)nc3n2)cc1
47) COc1cccc(C(=O)NNS(=O)(=O)c2ccccc2)c1
48) COc1cc(C)c(Cl)cc1S(=O)(=O)N1CCSC1
49) COc1ccc(C)cc1NC(=O)Nc1ccccc1
50) COc1cc(C(=O)NC2CCCC(C)C2C)ccc1OCC(=O)N1CCOCC1 (configuration not stated)
assay / compound,41,42,43,44,45,46,47,48,49,50
MazEF act,5,3,1,-17,12,1,4,7,13,2
Rv3671c protease,3,-10,-3,-9,-1,9,/,/,2,4
PrPC TRFRET,0,-6,-5,3,-2,-8,4,-2,10,8
Anthrax LF inh2,-2,1,-4,0,-3,-4,2,6,-1,/
BoNT F protease,2,-8,0,-7,0,-9,-5,15,-19,/
CCHF vOTU inh,6,2,3,6,6,-15,12,-7,-1,3
DUSP3 inh,/,18,2,-2,/,-16,/,13,29,/
SSB-PriA inh,2,-4,9,-19,-6,-3,/,-4,-18,1
3CLpro inhibitor,/,-3,-3,1,/,-3,/,3,5,/
BoNT A protease,1.3,-1.5,0.7,0.4,-0.1,1.1,0.3,1.0,0.0,/

51) Cc1ccc(NC(=O)C(C)Sc2nnc(C)n2C)cc1 (configuration not stated)
52) COc1ccc(Cc2nnc(SCc3nc4ccccc4c(=O)[nH]3)n2C)cc1
53) CN(CCO)c1nc(NCc2ccccc2)c2cnn(C)c2n1
54) Cc1ccccc1C(=O)c1cccn1CC(=O)NCc1ccccc1
55) CCCCOc1ccc(-c2cn3ccccc3n2)cc1[N+](=O)[O-]
56) COc1ccc(-c2nn(-c3ccccc3)cc2/C=C/C(=O)OCC(=O)Nc2ccc(C#N)cc2)cc1
57) COc1ccc(S(=O)(=O)NCCOc2ccccc2)cc1C
58) O=C(Nc1ccccc1)c1ccc(C(=O)Nc2ccccc2)nc1
59) Cc1ccc(-c2cc(C(=O)N/N=C/C=C/c3ccco3)c3ccccc3n2)cc1C
60) Nc1ncnc2nc(SCC(=O)N3CCN(c4ccccc4)CC3)[nH]c12
assay / compound,51,52,53,54,55,56,57,58,59,60
MazEF act,6,-5,7,3,-10,15,11,-4,-5,-13
Rv3671c protease,3,-4,0,-1,-6,-28,11,-7,-29,0
PrPC TRFRET,4,2,3,8,-4,/,5,-3,7,0
Anthrax LF inh2,5,0,-1,-4,0,0,-9,5,1,-12
BoNT F protease,-25,8,4,-5,-6,-15,6,-5,1,19
CCHF vOTU inh,-9,-3,14,14,14,/,-3,-11,19,-7
DUSP3 inh,14,18,21,8,-4,-10,-11,36,-6,0
SSB-PriA inh,-20,0,5&-11,-19,10,-10,2&-17,-9,/,13
3CLpro inhibitor,3,4,3,2,0,4,-4,-4,-7,-4
BoNT A protease,2.7,-0.1,-0.1,-1.4,-0.9,-1.6,0.3,0.7,-0.7,?

Not all compounds are listed, so the mix of outcomes need not match the whole.
